S3 lipid droplet: qHTS Assay for Lipid Storage Modulators in Drosophila S3 Cells; AID 2685; hit rate 0.64% among 320,000; lipid storage change, negative = inhibition, % at the top dose, mostly 46.1 µM; hits show Potency in µM; Drosophila S3 cells, BODIPY lipid droplet fluorescence, 18-24 h; cells fed with added oleic acid; active = well fitted inhibition curve with a large enough effect in the signal ratio, with a control signal flat, not every such curve was filed as active; inconclusive = small, poorly fitted or top-dose-only effect, or effect the other way, or a change in a side signal; the % refers to the signal ratio
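Laser-scanning cytometry quantifies lipid droplet accumulation (500–530 nm total intensity; droplet/cell object ratio) in oleic acid-fed (400 uM added) Drosophila S3 cells treated with a concentration series. 20 uM Triacsin C defined 100% inhibition.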
S3 lipid droplet cell count max: recorded beside S3 lipid droplet, whose call it bears; cell number change, %; measured here: cell count max response;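 cells counted by Cell Tracker Red CMTPX staining in the red channel; peak over a dose series mostly up to 46.1 µM; percent activity relative to internal control wells on each plate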
Starred values were filed as active, the others as inactive; i = inactive; ? = inconclusive; / = no result given; [ ] = another dose, or the depositor's remark. % is set by controls: 0 for no effect and ±100 for the full control effect; potency is the fitted concentration of half-maximal effect. Some of the compounds tested (hit frequency here may not be typical).

Under each structure – S3 lipid droplet	S3 lipid droplet cell count max
CC(=O)CCc1oc2ccc([N+](=O)[O-])cc2c1-c1ccc(C)o1
 : 28%	7
CN1CCN(C2CC(=O)N(Cc3ccc(N4CCCC4=O)cc3)C2=O)CC1 (stereo not given)
 : 1%	-4
CN(C)c1nc(SCc2ccccc2Cl)nc2c1CCCC2
 : ?	/
O=C(COC(=O)CCC1CCCC1)NCc1ccc(Cl)cc1
 : ?	/
O=C(c1nnc(-c2ccccc2)o1)C1CC1
 : 14%	/
CN(C)c1ccc(N=Cc2nc(-c3ccccc3)oc2OC(=O)c2cccc(Cl)c2)cc1
 : 0%	-2
O=C(CC(=O)Nc1ccc(F)cc1)Nc1ccc(F)cc1
 : ?	/
COc1ccc(C(=O)N2CCN(c3ccc([N+](=O)[O-])c(NCCc4ccc(OC)c(OC)c4)c3)CC2)cc1
 : ?	/
Cc1ccc2ncc(S(=O)(=O)c3ccccc3)c(N3CCCCC3C)c2c1 (stereo not given)
 : ?	/
COc1ccc([C@H]2CC(=O)C=C(c3ccccc3-c3ccccc3)C2)cc1
 : -1%	-17
Cc1ccccc1C(=O)NNC(=O)/C=C/c1ccccc1
 : ?	/
COc1ccc(C(=O)NNC(=O)CN2CCC(n3nnc4cc(C)ccc43)CC2)cc1
 : ?	/
COc1ccc(Cl)cc1NC(=O)COC(=O)c1cc(NS(=O)(=O)c2cccs2)ccc1O
 : ?	/
COc1ccc(/C=N/OC/C(O)=C(\C#N)c2nc3ccccc3[nH]2)cc1OC
 : ?	/
C=CCOC(=O)C1=C[C@H](c2cn(C(C)=O)c3ccccc23)[C@@H](CCCO)[C@H](OCC)O1
 : -7%	-4
CC(C)OC(=O)C1C(=O)CC(C)(O)C(C(=O)OC(C)C)C1c1cccnc1 (stereo not given)
 : -3%	-11
CC1CCN(S(=O)(=O)c2ccc(NC(=O)CN3CCCC3)cc2)CC1
 : ?	/
CC(C)c1nnc(NC(=O)C2CCCN2C(=O)Nc2cccc(Cl)c2)s1 (stereo not given)
 : i	5
Cc1nn2c(NC(C)C)c3c(nc2c1-c1ccccc1)CCC3
 : 2%	0
Cn1c(SCC(=O)c2ccccc2)nnc1C1COc2ccccc2O1 (stereo not given)
 : 3%	-5
O=C(C1CCN(S(=O)(=O)c2ccc(-n3cnnn3)cc2)CC1)N1CCCCC1
 : ?	/
COc1ccc(C(C)=O)cc1CN1CCCCC1
 : 1%	-6
CCOc1ccc(N(CC(=O)N2CCCC2)S(=O)(=O)c2c(C)noc2C)cc1
 : 7%	12
CCc1ccc(-c2nn(-c3ccccc3)cc2CSC(=N)N)cc1
 : ?	/
O=C(N/N=C/c1ccco1)c1cc(-c2ccccc2)n[nH]1
 : -3%	-23
CCOc1ccccc1N(CC(=O)NCCc1ccc(OC)c(OC)c1)S(=O)(=O)c1ccccc1
 : ?	/
CN(C)CCCNc1cn[nH]c(=O)c1Cl
 : ?	/
CSc1cccc(NCc2ccc([N+](=O)[O-])cc2)c1
 : 0%	-4
COc1cccc(NC(=O)N(CCN(C)C)C(C)c2cccnc2)c1 (stereo not given)
 : ?	/
Cc1c(C(=O)N2CCN(c3ccccc3)CC2)sc2nc3n(c(=O)c12)CCC3
 : ?	/

Grouped by structure, those above containing a nitro group on carbon
Under each structure – S3 lipid droplet	S3 lipid droplet cell count max
CC(=O)CCc1oc2ccc([N+](=O)[O-])cc2c1-c1ccc(C)o1
 : 28%	7
COc1ccc(C(=O)N2CCN(c3ccc([N+](=O)[O-])c(NCCc4ccc(OC)c(OC)c4)c3)CC2)cc1
 : ?	/
CSc1cccc(NCc2ccc([N+](=O)[O-])cc2)c1
 : 0%	-4

Next section:
Under each structure – S3 lipid droplet	S3 lipid droplet cell count max
O=C(N/C(=C\c1ccc([N+](=O)[O-])cc1)C(=O)N1CCCCC1)c1ccccc1
 : 0%	6
Cc1nc(=O)c(-c2ccccc2)c(C)n1-c1ccc(Br)cc1
 : ?	/
Cc1ccc(NCc2ccc([N+](=O)[O-])s2)cc1
 : i	-8
Cc1nc(N2CCCCC2)c2sc(=S)n(C)c2n1
 : ?	/
CC(C)CCn1c(SC(C)C(=O)NC2CC2)nc2ccccc2c1=O (stereo not given)
 : -15%[0.0737 µM]	/
COc1ccc(NC(=O)Cn2c(=O)n(CC3CCCO3)c(=O)c3ccccc32)c(OC)c1 (stereo not given)
 : 12%	5
Cc1ccc(C2C(C(=O)c3ccco3)=C(O)C(=O)N2c2ncccn2)cc1 (stereo not given)
 : 15%	11
O=S(=O)(Nc1ccc(O)c(Sc2nc3ccccc3s2)c1)c1cccc2ccccc12
 : ?	/
COc1ccccc1C(CNC(=O)c1ccc(C)c(S(=O)(=O)N2CCCCC2)c1)N1CCCC1 (stereo not given)
 : -22%	-9
COc1ccc(C)cc1S(=O)(=O)N1CCN(C/C=C/c2ccccc2)CC1
 : -1%	2
O=C(COC(=O)c1ccc[nH]c1=O)Nc1cc(S(=O)(=O)N2CCCCCC2)ccc1Cl
 : ?	/
CCC(=O)c1cn(CC(=O)NCc2ccco2)c2ccccc12
 : 11%	-12
CC(C)(C)NC(=S)N/N=C\c1ccc(-c2ccc([N+](=O)[O-])cc2)o1
 : ?	/
CCCC(=O)Nc1ccc(C(=O)N2CCCC2)cc1
 : -6%	-10
COc1cccc(CNC(=O)c2ccccc2C(=O)NC(C)(C)C(=O)NCc2cccc(OC)c2)c1
 : 12%	/
COc1ccc(NC(=O)NCCCN2CCCC2=O)c(OC)c1
 : ?	/
COC(=O)c1cc(C#N)c(SCc2ccccc2)nc1C
 : ?	/
CCCCOC(=O)Nc1ccc(N2CCOCC2)cc1
 : 7%	19
COc1ccc(C(=O)NNC(=O)c2ccccn2)cc1
 : 19%	/
COc1ccc(OCC(=O)N2CCN(C(=O)c3cccc(F)c3)CC2)cc1
 : i	12
Cn1c(CNC(=O)c2ccco2)nnc1SCC(=O)Nc1cccc(F)c1
 : ?	/
Cc1cccnc1NC(=O)Nc1cccc(C(F)(F)F)c1
 : ?	/
O=C(COc1ccc(Cl)cc1)Nc1ccccc1N1CCOCC1
 : ?	/
c1cc2c(cc1-c1cnc3n1CCC3)OCCO2
 : ?	/
Cc1csc(=O)n1CCC(=O)OC(C)C(=O)Nc1ccc(N2CCOCC2)cc1 (stereo not given)
 : ?	/
COc1ccc(NC(=O)c2ccc(COc3ccc(C)cc3)o2)cc1
 : 11%	19
CCn1cc(C(=O)N2CCN(c3ccc(F)cc3)CC2)c2cc(OC)c(OC)cc2c1=O
 : ?	/
CCOC(=O)Cc1c(Sc2ccccc2)c2cc(C)ccc2n1C
 : -1%	-8
CC(=O)NC12CC3CC(CC(CC(=O)O)(C3)C1)C2
 : ?	/
COc1ccc(C=Nc2cccc3c(=O)[nH][nH]c(=O)c23)c2ccccc12
 : ?	/
Cc1nnc(SCC(=O)Nc2cccc(C(F)(F)F)c2)n1Cc1ccco1
 : 10%	-25
CC(=O)Nc1ccc(OC(=O)c2cc3ccccc3oc2=O)cc1
 : i	/
CC1CCc2cc(F)ccc2N1C(=O)CSc1nnc(-c2cccs2)n1C (stereo not given)
 : -4%	-11
C/C(=N\N=C(/N)SC1CC(=O)N(c2cccc(Cl)c2)C1=O)c1cccs1 (stereo not given)
 : -26%	-26
CCC(NC(=O)Cc1c(C)c2c(cc(C)c3c(C)c(C)oc32)oc1=O)C(=O)O (stereo not given)
 : ?	/
CCn1ncc(Br)c1C(=O)Nc1ccc2c(c1)OCCO2
 : -4%	1
O=C(CSc1nnc(-c2cccnc2)n1Cc1ccco1)NCc1ccc2c(c1)OCO2
 : ?	/
O=C(O)c1cc(N/N=C2/CC(c3ccccc3)Oc3ccccc32)ccc1Cl (stereo not given)
 : 16%	12
COc1ccc([N+](=O)[O-])cc1NC(=O)CCc1ccccc1
 : -7%	-17
CC1(C)Cc2cccc(OCC(=O)N3CCN(S(=O)(=O)c4ccc(F)cc4)CC3)c2O1
 : ?	/
O=C(Nc1cc(C(F)(F)F)ccc1-n1cnc2ccccc21)c1ccccc1
 : 1%	-11
Cc1cc(S(=O)(=O)N2CCOCC2)ccc1OCC(=O)N1CCC(C)CC1
 : ?	/
CN1CCN(C(=O)c2ccc(NS(=O)(=O)c3cccc([N+](=O)[O-])c3)cc2)CC1
 : ?	/
CCCCC(CCC(=O)Nc1cc([N+](=O)[O-])ccc1O)C(=O)O (stereo not given)
 : ?	/
Cc1cccc(NC(=O)c2ccc(S(=O)(=O)NCc3cccnc3)cc2)c1C
 : ?	/
Nc1nnc(SCCOc2ccc(Br)cc2)s1
 : ?	/
CC(OC(=O)c1ccccc1)C(=O)NCCC1=CCCCC1 (stereo not given)
 : ?	/
CCOc1ccc(-c2nnc(-c3ccccc3)n2-c2ccccc2)cc1
 : ?	/
CCCN(CCC)C(=O)CSc1nc2c(sc(=S)n2-c2ccc(OCC)cc2)c(=O)[nH]1
 : 3%	-17
CSc1nc(Oc2ccc(F)cc2F)cc(C(F)(F)F)n1
 : -29%	-25
O=S1(=O)CCOCCCN1Cc1cccc(C(F)(F)F)c1
 : 10%	-10
O=C(Oc1ccccc1)N(c1ccccc1)c1ccccc1
 : 4%	8
COC(=O)CC1C(=O)NCCN1C(=S)NC(=O)C(c1ccccc1)c1ccccc1 (stereo not given)
 : 6%	-4
CCN(C(=O)CSc1nnc(-c2ccco2)n1Cc1ccccc1)C1CCS(=O)(=O)C1 (stereo not given)
 : ?	/
O=C(CCCC(=O)N1CCCc2ccccc21)N1CCCc2ccccc21
 : ?	/
Cn1c(=O)c2cnc(-c3ccc(C(F)(F)F)cc3)nc2n(C)c1=O
 : 10%	3
CC(C)N1C(=O)CCC1C(=O)N1CCN(c2ccc(F)cc2)CC1 (stereo not given)
 : ?	/
CN(C)CC(O)COc1ccc(-c2ccc(C#N)cc2)cc1 (stereo not given)
 : ?	/
CCc1noc(C)c1C(=O)OCC(=O)Nc1cccc(C)c1
 : ?	/
CN(CCNC(=O)CN1C(=O)CSc2ccc(S(=O)(=O)N3CCCC3)cc21)Cc1ccccc1
 : -13%	-14

Rewritten comma-delimited: entries from further up.
Structure,S3 lipid droplet,S3 lipid droplet cell count max
O=C(Nc1cc(C(F)(F)F)ccc1-n1cnc2ccccc21)c1ccccc1,1%,-11
CC(OC(=O)c1ccccc1)C(=O)NCCC1=CCCCC1 (stereo not given),?,/
COC(=O)CC1C(=O)NCCN1C(=S)NC(=O)C(c1ccccc1)c1ccccc1 (stereo not given),6%,-4
CCCN(CCC)C(=O)CSc1nc2c(sc(=S)n2-c2ccc(OCC)cc2)c(=O)[nH]1,3%,-17

The list continues.
Under each structure – S3 lipid droplet	S3 lipid droplet cell count max
O=C(CSc1nnc(CNc2ccc(Cl)cc2)o1)Nc1nc2c(s1)CCCC2
 : ?	/
Cc1cc(C)c(C#N)c(OCC(=O)Nc2ccccc2)n1
 : 0%	12
Cc1sc2ncnc(NC3CCN(Cc4ccccc4)CC3)c2c1C
 : ?	/
COc1ccccc1N(CC(=O)Nc1c(C)cccc1C)S(C)(=O)=O
 : ?	/
CCOC(=O)C1(Cc2ccccc2)CCN(Cc2cccn2-c2nccs2)CC1
 : 2%	-21
O=C(OCc1cc2ccccc2[nH]c1=O)c1ccccc1
 : ?	/
O=c1[nH]c(SCCN2CCOCC2)nc(O)c1-c1ccccc1
 : ?	/
Cc1ccc(NNS(=O)(=O)c2ccc(C)cc2)cc1
 : -14%	-14
CCCC(=O)Nc1nc2ccc(OC)cc2s1
 : i	/
Cc1ccc(NC(=O)CN(C)C(=O)c2ccc(S(=O)(=O)N(C)c3ccccc3)cc2)cc1
 : ?	/
O=C(CCSc1ccccc1)NCCSCc1ccccc1
 : -9%	-1
Cc1ccc(C(=O)c2cc([N+](=O)[O-])ccc2N2CC(C)OC(C)C2)cc1 (stereo not given)
 : 0%	-3
O=C(Cn1nnc2ccccc21)c1ccc(Cl)cc1
 : 3%	-6
CCOC(=O)c1cc2c(=O)n3ccccc3nc2n(CC(C)C)c1=NC(=O)c1ccco1
 : ?	/
CC(C)C1Oc2ccccc2N(CC(=O)NCCCN2C(C)CCCC2C)C1=O (stereo not given)
 : 8%	13
CC(C)(C)c1ccc(CN2C3=NCCCN3c3ccccc32)cc1
 : -12%	-16
COc1ccc(N2CCN(C(=O)Nc3ccccc3C)CC2)cc1
 : ?	/
Cc1nn(-c2ccc(F)cc2)c2sc(C(=O)O)cc12
 : -1%	-4
CC1CCC2(CC1)NC(=O)N(CC(=O)c1ccc(CNC(=O)C(C)(C)C)s1)C2=O (stereo not given)
 : ?	/
CCN(CC(=O)Nc1ccc(NC(C)=O)cc1)C(=O)/C=C/c1cccs1
 : ?	/
COc1ccc(OC)c(-c2csc(NC(=O)Cc3cc(OC)c(OC)c(OC)c3)n2)c1
 : ?	/
CC(C)(C)c1[nH]nc2c1C(c1cccnc1)C(C#N)=C(N)O2 (stereo not given)
 : 4%	0
CC(C)CSc1ccc(S(=O)(=O)NCC(=O)O)cc1[N+](=O)[O-]
 : ?	/
O=C(N/N=C/c1ccc(OC(=O)c2cccc(Br)c2)cc1)c1cccnc1
 : ?	/

A draw from above in order of count of non-hydrogen atoms, lowest first:
Under each structure – S3 lipid droplet	S3 lipid droplet cell count max
CN(C)CCCNc1cn[nH]c(=O)c1Cl
 : ?	/
O=C(CC(=O)Nc1ccc(F)cc1)Nc1ccc(F)cc1
 : ?	/
CCOC(=O)Cc1c(Sc2ccccc2)c2cc(C)ccc2n1C
 : -1%	-8

Source: PubChem BioAssay (National Center for Advancing Translational Sciences (NCATS))
